NPY-Y1 PAM-ag – human NPY-Y1 potentiation or agonism, primary screen. 220,000 compounds, 0.37% hits. activation, % at 3.6 µM. NPY-Y1 expressing cells, potentiator/agonist activation. P25929; in the data active = activation above about 33%, passing the limit was not always enough;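 note: cells stimulated with NPY at EC10 then isoproterenol at EC100; 0% = low agonist plus stimulus and 100% = saturating agonist plus stimulus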
Target sequence (P25929 whole entry, looked up): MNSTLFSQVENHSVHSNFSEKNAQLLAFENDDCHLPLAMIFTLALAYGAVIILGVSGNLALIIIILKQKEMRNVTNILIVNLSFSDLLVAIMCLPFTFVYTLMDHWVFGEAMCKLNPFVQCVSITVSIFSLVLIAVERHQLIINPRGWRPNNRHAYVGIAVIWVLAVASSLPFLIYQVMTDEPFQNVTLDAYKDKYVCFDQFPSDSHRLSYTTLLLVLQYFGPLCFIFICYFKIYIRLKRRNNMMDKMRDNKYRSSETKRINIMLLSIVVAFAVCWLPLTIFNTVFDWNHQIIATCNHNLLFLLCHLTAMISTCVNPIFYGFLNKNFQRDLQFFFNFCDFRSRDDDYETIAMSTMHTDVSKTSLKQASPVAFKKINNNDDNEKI
Ba/F3 V617F tox – reduce viability of Ba/F3 cells dependent on JAK2V617F | Ba/F3 EpoR-JAK2V617F viability, ATP luminescence | inhibition, % at 5.6 µM | 220,000 compounds, 1.1% hits | AID 1446;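 active = inhibition above the campaign mean plus 3 SD over all tested compounds, cut at about 24% in these data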;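 note: cytokine-independent growth of Ba/F3 cells driven by EpoR plus mutant JAK2; 0% = DMSO-treated cells and 100% = JAK inhibitor I control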
NPY-Y2 PAM-ag – potentiators or agonists of human neuropeptide Y receptor Y2; AID 1359; cells expressing NPY-Y2, potentiator/agonist read-out; activation, % at 3.6 µM; P49146; 220,000 compounds, 0.45% hits; in the data active = activation above about 27%;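 note: cells stimulated with NPY near EC25 plus isoproterenol at EC100; 0% = vehicle plus submaximal agonist and 100% = vehicle plus saturating agonist; some results beyond the cut were filed as inactive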
Target sequence (P49146 whole entry, looked up): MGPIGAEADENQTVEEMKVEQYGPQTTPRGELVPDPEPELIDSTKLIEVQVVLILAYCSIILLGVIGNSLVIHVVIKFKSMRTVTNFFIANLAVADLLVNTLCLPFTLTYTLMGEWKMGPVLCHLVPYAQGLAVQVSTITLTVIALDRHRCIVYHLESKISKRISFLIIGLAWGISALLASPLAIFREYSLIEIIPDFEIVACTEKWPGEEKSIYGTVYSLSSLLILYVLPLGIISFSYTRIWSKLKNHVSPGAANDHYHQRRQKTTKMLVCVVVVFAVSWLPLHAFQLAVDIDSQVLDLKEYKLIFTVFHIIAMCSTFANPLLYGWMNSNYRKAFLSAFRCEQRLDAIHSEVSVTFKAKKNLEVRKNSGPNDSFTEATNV
BaF3 parental – reduces parental Ba/F3 cell viability, JAK2V617F counter-screen; 220,000 compounds, 1.1% hits; inhibition, % at 5.6 µM; CellTiter-Glo ATP luminescence;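 active = inhibition above a per-campaign cutoff, the mean inhibition of all tested compounds plus 3 SD, cut at about 27% in these data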;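 note: 0% = DMSO wells and 100% = JAK Inhibitor I control wells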
NPY Y1 blocker – blocks the human neuropeptide Y Y1 receptor | AID 1040 | 200,000 compounds, 1% hits | HEK293-CNG Y1 cells, membrane potential fluorescence; NPY at EC95, then isoproterenol | inhibition, % at 3.6 µM | P25929;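 active = inhibition above the campaign mean inhibition of all tested compounds plus 3 SD, cut at about 20% in these data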;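 note: 0% = DMSO wells given NPY plus isoproterenol and 100% = isoproterenol alone without NPY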
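Material: HEK293 cells co-expressing NPY Y1 receptor and cyclic-nucleotide gated channel. Timing: compound incubation 1 h at room temperature, readout 45 min post-stimulation. Signal: fluorescence, membrane potential probe.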
Runt-CBFb FRET – blocks binding of human RUNX1 Runt domain to CBFb. Q01196+Q13951. 220,000 compounds, 0.46% hits. AID 1496. inhibition, % at 20 µM. Cerulean-Runt/Venus-CBFb FRET ratio 530/480, 1 h;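 active = inhibition over about 50% at 20 µM in the single-dose screen, limit read from the data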;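 note: 0% = DMSO wells and 100% = excess unlabeled CBFb competitor control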
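Assay system: Cerulean-tagged RUNX1 Runt domain (FRET donor) fusion protein / Amount: 100 nM each of Venus-CBFb and Cerulean-Runt domain / Medium: Tris buffer pH 7.5 with salts and BSA / Also added: Venus-CBFb 100 nM / Schedule: 1 h complex formation plus 1 h compound treatment, room temperature / Signal: FRET fluorescence / Read-out: loss of energy transfer signal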
RBBP9 inh – human RBBP9 hydrolase inhibition. O75884. inhibition, % at 7.94 µM. 220,000 compounds, 0.2% hits. recombinant RBBP9, FP-Rh probe fluorescence polarization;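 active = inhibition above the campaign mean of all tested compounds plus 3 SD, cut at about 14% in these data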;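 note: plate controls were DMSO wells with RBBP9 for no effect and wells lacking RBBP9 protein for full effect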
Target sequence (O75884 whole entry, looked up): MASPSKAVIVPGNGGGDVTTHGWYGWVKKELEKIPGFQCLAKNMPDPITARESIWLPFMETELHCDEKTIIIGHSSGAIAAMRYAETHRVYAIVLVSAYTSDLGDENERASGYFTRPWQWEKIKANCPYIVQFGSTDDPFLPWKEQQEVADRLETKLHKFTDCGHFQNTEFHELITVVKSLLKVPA
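Test system: recombinant human RBBP9. Quantity: 2.5 µM RBBP9 dispensing solution, before mixing. Detection: FP readout at 525/598 nm. Reagent: Serine-hydrolase probe FP-Rh, 375 nM pre-mixing. Measure: % inhibition. Control set: DMSO-treated enzyme wells and wells lacking RBBP9. Buffer or medium: Tris-NaCl-Pluronic buffer, pH 8.0. Times: preincubation 30 min plus labeling 45 min at 25 °C.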
S1P4 ag – activates the human S1P4 receptor | AID 1509 | S1P4-expressing cell line, agonist reporter assay | activation, % at 4.98 µM | O95977 | 220,000 compounds, 0.35% hits; in the data active = activation above about 11%;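 note: 0% = DMSO vehicle and 100% = reference agonist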
S1P4 antag – human S1P4 receptor antagonism. inhibition, % at 4.98 µM. AID 1510. S1P4-expressing cells, antagonist mode, reporter read-out. 220,000 compounds, 0.26% hits; in the data active = inhibition above about 29%;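 note: 0% = wells stimulated with agonist and 100% = vehicle wells without agonist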
* marks the source's active call; other numbers are inactive results; x = no result given. Rows are unselected. About 3.6% of those tested had a hit in this group.

SMILES	NPY-Y1 PAM-ag	Ba/F3 V617F tox	NPY-Y2 PAM-ag	BaF3 parental	NPY Y1 blocker	Runt-CBFb FRET	RBBP9 inh	S1P4 ag	S1P4 antag
C=CCOc1nc2c(c(=O)n(C)c(=O)n2C)n1Cc1ccc(Cl)cc1	-15	24*	-1	14	3	-5	4	-0.8	-12
Cc1ccc(O)c(/C=N/NC(=O)C2=NNC(c3ccccc3)(c3ccccc3)C2)c1	-35	-4	-3	4	3	2	0	-0.8	-16
C/C(=C\c1ccccc1)CN1CCN(c2cccc(Cl)c2)CC1	4	0	-5	-1	8	x	-3	-1.3	-13
Cc1noc(NS(=O)(=O)c2ccc(N3C(=O)c4ccccc4C3=O)cc2)c1C	-8	-5	-6	0	3	0	-11	-2.0	-15
COc1cc(NCCCC(C)N)c2ncccc2c1 (configuration not stated)	-16	41*	-20	36*	-4	x	-6	1.4	-8
O=C(N/N=C/c1cn(-c2ccccc2)nc1-c1cccnc1)c1ccc(F)cc1	-22	3	-12	7	2	-3	-5	0.8	-1
CN(CC(=O)N1CCc2ccccc2C1)S(=O)(=O)c1ccc2c(c1)c(=O)n(C)c(=O)n2C	10	-2	10	6	5	1	-1	-0.2	-2
CCCNC(=O)CSc1nnc(C)s1	2	0	-4	5	0	0	8	1.4	-11
CCOc1ccc2nc(NCCO)[nH]c2c1	10	-1	1	4	-6	2	2	0.2	5
CCc1nnc(NC(=O)CSc2nccn2-c2cccc(C)c2C)s1	10	-2	11	1	-7	1	-1	1.5	-24
COc1ccc2nnc(-c3ccc(C(F)(F)F)cc3)n2n1	8	0	0	-4	x	0	3	0.7	-28
Cc1cc(NC(=O)COC(=O)CCC(=O)c2ccc(F)cc2)no1	5	-2	-7	0	-6	-1	3	0.7	-7
CCN(CC)S(=O)(=O)c1ccc(N2CCOCC2)c(NC(=O)Cc2cccc3ccccc23)c1	-1	-5	6	4	5	-2	-6	0.5	-17
CC(C)CNC(=S)N1CCN(c2nc3ccccc3s2)CC1	4	-2	5	6	-2	0	-6	-1.5	-8
O=C(Nc1ccc(Br)cc1)c1ccc(F)c(S(=O)(=O)NCc2cccs2)c1	-11	8	36*	13	-3	-8	-25	1.9	-20
CC(=O)c1c(O)ccc2c(-c3ccccc3)cc(=O)oc12	-13	1	2	8	0	36	-8	2.5	-6
O=C(Nc1cccc2ccccc12)c1ccc(Br)o1	-37	-3	-7	0	1	0	-6	2.1	-5
CN1CCN(c2ccccc2NC(=O)c2sc3ccccc3c2Cl)CC1	-11	5	-11	7	9	-2	-10	0.1	-8
CCNC(=O)NC(=O)C(C)OC(=O)C1CCN(S(=O)(=O)c2ccc(C)c(C)c2)CC1 (configuration not stated)	30	-2	4	3	2	-4	-4	0.1	-12
CN(C)S(=O)(=O)c1cccc(NC(=O)COC(=O)c2cccc(S(=O)(=O)N3CCc4ccccc4C3)c2)c1	9	-4	6	3	2	-2	7	0.2	-21
O=C(NCc1ccc(Cl)cc1)c1cc(-c2ccco2)on1	-5	2	-9	9	2	-2	-9	0.9	4
O=C(Nc1ccc(F)cc1)c1ccc2nc[nH]c2c1	7	-1	-10	8	-2	0	-5	0.5	-6
CCOC(=O)C1=C(C)N(C)C(C)=C(C(=O)OCC)C1c1cccnc1	8	2	10	5	-1	0	0	-2.8	-7
Cc1ccc(Cn2ccc(NC(=O)c3cc(-c4cccc(Cl)c4)on3)n2)cc1	14	-6	13	-3	4	0	-6	2.3	1
CCn1cc(/C=N\NC(=O)Cc2ccc([N+](=O)[O-])cc2)c(C)n1	-1	1	-3	7	4	-1	-5	-0.4	-1
O=C1c2cccc(Cl)c2C(=O)c2c1cccc2N1CCCC1	22	-1	21	1	-2	x	9	3.2	-4
O=C(O)c1ccccc1NS(=O)(=O)c1ccc2c(c1)OCCO2	-11	-1	-22	2	11	0	-12	-0.9	3
COc1cccc(C2=NOC(C(=O)Nc3ccccc3SC)C2)c1 (configuration not stated)	1	-2	-8	4	3	-2	-8	7.5	10
O=C1c2ccc(Oc3ccc4c(c3)C(=O)N(CCCO)C4=O)cc2C(=O)N1CCCO	-15	-4	6	2	-6	1	-3	-0.2	-24
CCOc1ccc(C(=O)OCn2nnc3ccccc3c2=O)cc1OC	-1	0	-2	5	1	-1	-10	0.7	-25
O=C(C1=C[C@@H](C2CC2)C[C@@H](OCc2ccc(CO)cc2)O1)N1CCN(Cc2ccc3c(c2)OCO3)CC1	12	3	-6	-2	4	-2	0	-0.5	-11
O=C(CCC(=O)NNC(=O)Nc1cccc(Cl)c1)NCc1ccccc1	4	2	-6	5	1	0	0	0.6	-6
CCOC(=O)c1cnc(SCc2nc(N)nc(Nc3ccc(F)cc3)n2)nc1N	-1	-6	11	0	1	-2	-12	1.3	19
Cc1nc2ccccn2c1P(=O)(N1CCCCC1)N1CCCCC1	10	-3	6	2	0	-4	-6	0.1	-12
CC(C)CCN1C(=O)CCC1(C)C(=O)NC1CCCCCC1 (configuration not stated)	0	-2	7	-1	0	-1	-2	2.2	-4
Cc1ccc2c(Cl)c(C(=O)Nc3ccc4c(c3)OCO4)sc2c1	-12	5	5	7	5	0	-14	0.7	-16

Exported with two lines to a compound: entries from further up
Second line of a record – NPY-Y1 PAM-ag	Ba/F3 V617F tox	NPY-Y2 PAM-ag	BaF3 parental	NPY Y1 blocker	Runt-CBFb FRET	RBBP9 inh	S1P4 ag	S1P4 antag
O=C(O)c1ccccc1NS(=O)(=O)c1ccc2c(c1)OCCO2
→ -11	-1	-22	2	11	0	-12	-0.9	3
COc1cccc(C2=NOC(C(=O)Nc3ccccc3SC)C2)c1 (configuration not stated)
→ 1	-2	-8	4	3	-2	-8	7.5	10
O=C1c2ccc(Oc3ccc4c(c3)C(=O)N(CCCO)C4=O)cc2C(=O)N1CCCO
→ -15	-4	6	2	-6	1	-3	-0.2	-24

(cont.)
SMILES	NPY-Y1 PAM-ag	Ba/F3 V617F tox	NPY-Y2 PAM-ag	BaF3 parental	NPY Y1 blocker	Runt-CBFb FRET	RBBP9 inh	S1P4 ag	S1P4 antag
CSc1ccc(C(=O)C2CCCN(C(=O)c3cccc(N4CCOCC4)c3)C2)cc1 (configuration not stated)	-17	1	-8	9	8	0	-2	-0.8	-8
O=c1c2c3c(sc2n(CCN2CCOCC2)c(=O)n1Cc1ccco1)CCCCC3	-18	5	-13	11	4	-1	-8	-1.7	9
O=[N+]([O-])c1ccc(CNC2CCCc3ccccc32)cc1 (configuration not stated)	5	3	3	9	10	30	-5	1.9	-19
COc1ccc2c(c1)cc1n2CCN=C1N	-8	-1	10	5	7	-2	-7	0.7	14
OC1(c2ccccn2)COc2ccccc2O1 (configuration not stated)	10	-5	-13	0	x	15	-7	0.6	12
COc1ccccc1OCCOc1ccc(/C=N/n2cnnc2)cc1	7	7	-6	9	-2	0	-3	0.8	-1
Cc1ccc(SC(=O)COc2ccc(C)c(C)c2)cc1	7	0	-2	5	-2	0	1	-0.4	-8
C=CC[N+]1(CC#CCOC(c2ccccc2)c2ccccc2)CCOCC1	5	-5	1	3	-5	-2	-5	-1.3	12
Cc1cccc(CCNC(=O)C2CCCN(S(=O)(=O)c3cccc4nsnc34)C2)c1 (configuration not stated)	6	-3	20	1	-4	0	-11	0.6	-16
CCOC(=O)c1cn(CC(=O)Nc2ccc(OC)cc2OC)nn1	5	2	3	7	-4	2	3	0.7	-7
COc1ccccc1-c1nc2n(n1)C(c1ccc(Cl)cc1)C(C(N)=O)=C(C)N2 (configuration not stated)	11	-3	17	1	-6	0	-9	-3.2	-5
Cc1ccnc(Nc2nc3ccccc3o2)n1	-14	13	-17	17	2	0	-6	-0.5	-3
CCOC(=O)CC(C(=O)OCC)P(=O)(c1ccccc1)c1ccccc1 (configuration not stated)	-6	-3	-3	0	0	0	-1	1.0	-9
Cc1ccccc1C1CC(c2ccccc2OC(F)F)Nc2ncnn21 (configuration not stated)	1	-3	3	-1	-2	-1	10	0.2	-18
O=C(c1ccc(F)cc1)C1CCN(C(=S)Nc2ccccc2Cl)CC1	-15	-2	6	7	-6	2	-12	1.0	5
COc1ccc(C(C)NC(=O)C2C(=O)NC3(C)CC2c2ccccc2O3)cc1 (configuration not stated)	-9	1	-9	4	1	1	-5	-0.3	7
COC(=O)Nc1ccc(C)c(NC(=O)OC)c1	-12	3	8	5	-5	1	-1	0.6	-5
COC(=O)c1sc2[nH]c(=S)n(N)c(=O)c2c1C	20	-4	11	5	3	8	-10	1.6	-19
COc1ccc(N(CC(O)Cn2c(C)nc3ccccc32)S(=O)(=O)c2ccccc2)cc1 (configuration not stated)	-3	-2	3	6	-3	-8	1	1.1	-1
CC(C)OC(=O)c1ccc(NC(=O)Cn2c(-c3nonc3N)nc3ccccc32)cc1	-44	0	-15	3	20	0	-2	2.7	11
CCOC(=O)C1CCN(c2c(NCCCN(C)C3CCCCC3)c(=O)c2=O)CC1	12	-3	15	3	-2	2	4	-1.0	7
COc1cccc(N2C(=O)[C@H]3C(C(=O)c4cnccn4)=NN[C@H]3C2=O)c1	-3	-3	7	-9	x	1	0	-0.1	-8
CCC(C)C(=O)Nc1ccc(OC)cc1[N+](=O)[O-] (configuration not stated)	-27	2	-1	7	4	0	-10	1.3	-12
CCc1nnc(NS(=O)(=O)c2ccc(N/C=C\C(=O)c3ccc(F)cc3)cc2)s1	-1	-3	-2	6	-4	4	0	1.2	-1
CCCCC(=O)Nc1cccc(NC(=S)NC(=O)C(C)C)c1	-23	-2	14	6	-3	0	-5	0.7	-9
Cc1cc(Cl)ccc1NC(=S)NCc1ccc(S(N)(=O)=O)cc1	-8	2	-10	2	-5	6	-6	-0.7	6
CN(C)c1ccc(CN(C(=O)/C=C/c2ccco2)C2CCS(=O)(=O)C2)cc1 (configuration not stated)	6	-3	-25	1	x	1	0	-0.9	2
Cc1cc(O)cc(O)c1C(=O)Cc1cnn(-c2ccccc2)c1	18	-4	12	4	-3	0	0	-0.4	9
COC(=O)C1=C(N)Oc2c(oc(CO)cc2=O)C1c1ccc(F)cc1 (configuration not stated)	-6	0	6	2	x	0	-6	0.4	-3
CN(C)S(=O)(=O)c1ccc(NC(=O)CCNC(=O)c2ccc([N+](=O)[O-])cc2)cc1	16	-2	7	4	-1	-1	-3	0.8	-11
Cc1ccc(NC(=O)COC(=O)Cn2cnc3ccccc32)c([N+](=O)[O-])c1	12	-3	9	5	-5	0	4	0.8	-16
COc1ccc(OCc2n[nH]c(=S)o2)cc1	-6	3	-3	3	2	10	0	1.9	-6
CC(=O)Nc1ccc(-n2cnnn2)cc1	0	-1	2	1	5	-3	-4	-0.2	-12
O=C(CSc1ccccc1)Nc1nccs1	14	-5	6	0	1	-1	0	0.2	-13
COc1ccc(C(=O)NC(=S)Nc2ccc(S(=O)(=O)Nc3cc(C)on3)cc2)cc1OC	-4	-1	-8	-3	x	1	0	0.1	0
COc1ccc(S(=O)(=O)n2cnc3cc(C)c(C)cc32)cc1	2	2	17	14	6	-6	-11	-0.4	-9

High-throughput results (PubChem)
